# Source: PubChem
# Apaf-1 inh – inhibitors of human Apaf-1 apoptosome. O14727. reconstituted apoptosome caspase-3 activity, DEVD-Rh110 fluorescence. inhibition, % at 20 µM. 330,000 tested, 0.71% active. AID 489030; active = inhibition of at least 40% at 20 µM;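 also: plate controls were DMSO wells for no effect and DEVD-CHO caspase inhibitor wells for full effect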
#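 System – cell-free apoptosome with Apaf-1, procaspase-3 and caspase-9 · Buffer or medium – pH 7.5 Hepes buffer with CHAPS, BSA, DTT · Also added – cytochrome c with DEVD-Rh110 · Times – 30 min compound preincubation, 50 min activation, room temperature · Technique – Rh110 fluorescence intensity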
# SENP1 inh – blocks the human SENP1 SUMO protease catalytic domain. inhibition, % at 10 µM. AID 624204. 360,000 tested, 0.21% active. recombinant SENP1 catalytic domain, CyPet-SUMO1-YPet FRET cleavage. Q9P0U3;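 active = inhibition at least 30% at 10 µM, raw YFP signal under a set limit, fluorescence ratio 0.5 to 1.5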;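 also: 0% = enzyme with DMSO and 100% = no enzyme wells; some results filed as inactive read as strong as hits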
# Target sequence (Q9P0U3 419-644 limits assumed): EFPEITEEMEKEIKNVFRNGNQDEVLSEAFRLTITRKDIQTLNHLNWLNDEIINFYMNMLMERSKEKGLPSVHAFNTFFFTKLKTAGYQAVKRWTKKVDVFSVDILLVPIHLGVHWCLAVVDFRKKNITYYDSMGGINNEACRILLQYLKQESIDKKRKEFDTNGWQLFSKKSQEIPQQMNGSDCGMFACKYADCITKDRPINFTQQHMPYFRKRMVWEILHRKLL
#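 system = hSENP1 catalytic domain, recombinant | reagent = SFCypet-SUMO1-SFYpet substrate at 25 nM | doses = one dose per compound, 10 µM, 0.5% DMSO | incubation = enzyme reaction for 50 min at room temperature, dark | measured by = FRET, CFP and YFP emission | controls = no-enzyme low, enzyme-DMSO high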
# PfG6PD inh – PfG6PD (Plasmodium falciparum) enzyme inhibition. PfGluPho enzyme, NADPH resazurin-diaphorase fluorescence. 350,000 tested, 0.78% active. inhibition, % at 20 µM. AID 504690;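 active = inhibition reaching at least a set limit at 20 µM in the primary screen, cut at about 59% in these data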;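 also: 0% = DMSO wells with substrate and 100% = DMSO wells lacking glucose-6-phosphate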
# SENP8 block-1 – inhibitors of human SENP8 protease; purified SENP8, Z-RLRGG-aminoluciferin cleavage, luminescence; inhibition, % at 10 µM; 330,000 tested, 1.2% active; AID 2540; in the data active = inhibition above about 50%
# Target sequence (Q96LD8 whole entry, looked up): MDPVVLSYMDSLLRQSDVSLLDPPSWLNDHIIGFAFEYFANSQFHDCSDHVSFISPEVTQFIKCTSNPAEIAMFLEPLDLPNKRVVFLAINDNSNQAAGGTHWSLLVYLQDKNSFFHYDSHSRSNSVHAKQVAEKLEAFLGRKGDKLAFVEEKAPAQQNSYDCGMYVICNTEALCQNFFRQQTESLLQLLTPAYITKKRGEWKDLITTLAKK
# SENP7 inh – blocks the human protease SENP7. Q9BQF6. recombinant SENP7, Z-RLRGG-aminoluciferin luminescence, 40 min. inhibition, % at 5 µM. 330,000 tested, 1.5% active;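 active = inhibition above about 50% at the single test dose, limit read from the data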;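 also: plate controls were DMSO with enzyme for no effect and no enzyme buffer wells for full effect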
# NLRP3 yeast inh – NALP3 inhibition in yeast | Yeast reconstituted NLRP3/ASC/caspase-1, beta-gal luminescence, 24 h | inhibition, % at 10 µM | 330,000 tested, 0.39% active;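 active = inhibition of 50% or more; inactive = inhibition below 50%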;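 also: plate controls were induced DMSO wells for no effect and uninduced yeast grown without galactose for full effect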
# HKDC1 inhibitor – inhibitors of human hexokinase HKDC1 | Q2TB90 | recombinant HKDC1, G6PDH/diaphorase resazurin coupled fluorescence | inhibition, % at 20 µM | 340,000 tested, 0.16% active | AID 493160;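 active = inhibition above about 35% when tested at 20 µM, limit read from the data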;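 also: plate controls were DMSO wells with enzyme for no effect and DMSO wells lacking enzyme for full effect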
#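 Material: recombinant HKDC1 hexokinase; Amount: HKDC1 at 5 µg/mL; Medium: Tris pH 8.0 buffer with MgCl2, Tween-20, BSA, BME; Schedule: 90 min reaction incubation at room temperature, dark; Technique: coupled resazurin fluorescence, excitation 525 nm, emission 613 nm.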
# SENP6 block – inhibitors of human SENP6 protease; Q9GZR1; 330,000 tested, 1.8% active; Recombinant SENP6 catalytic domain, aminoluciferin luminescence; AID 2599; inhibition, % at 10 µM;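 active = inhibition above about 50% at the single tested dose, limit read from the data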;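 also: plate controls were DMSO wells with enzyme for no effect and DMSO wells lacking enzyme for full effect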
# Target sequence (Q9GZR1 628-1112 limits assumed): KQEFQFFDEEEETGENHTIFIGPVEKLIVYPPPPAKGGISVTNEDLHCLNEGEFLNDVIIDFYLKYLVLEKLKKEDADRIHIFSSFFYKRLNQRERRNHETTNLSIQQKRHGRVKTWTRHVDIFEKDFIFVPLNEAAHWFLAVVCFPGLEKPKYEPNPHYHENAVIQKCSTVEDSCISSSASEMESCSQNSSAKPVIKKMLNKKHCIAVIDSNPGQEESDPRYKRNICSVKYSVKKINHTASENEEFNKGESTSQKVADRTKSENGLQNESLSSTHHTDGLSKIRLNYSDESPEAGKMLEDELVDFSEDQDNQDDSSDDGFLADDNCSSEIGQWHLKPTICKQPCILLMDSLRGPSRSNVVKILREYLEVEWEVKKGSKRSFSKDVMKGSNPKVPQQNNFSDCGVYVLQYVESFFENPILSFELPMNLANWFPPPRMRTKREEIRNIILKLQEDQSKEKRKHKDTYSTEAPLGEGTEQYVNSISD
# SENP8 block-2 – inhibitors of human SENP8 protease; Q96LD8; recombinant SENP8, Nedd8 substrate fluorescence; inhibition, % at 20 µM; 360,000 tested, 0.64% active; AID 602440; in the data active = inhibition mostly above about 40%, no sharp cut-off; inactive = mostly below about 27%
# An asterisk follows results filed as active; . = not tested or not shown. Hits appear at their usual frequency; 4.1% or so of the library scored in one or more.
SMILES,Apaf-1 inh,SENP1 inh,PfG6PD inh,SENP8 block-1,SENP7 inh,NLRP3 yeast inh,HKDC1 inhibitor,SENP6 block,SENP8 block-2
COc1cccc(CNC(=O)c2cccc(S(=O)(=O)N3CCN(c4ccc(F)cc4)CC3)c2)c1,12,-1,7,4,3,11,6,5,22
Cc1ccc(C(C)C)c(OCC(=O)NC2CCN(C)CC2)c1,-13,-1,-3,5,-2,21,-3,-2,15
Cc1ccc(S(=O)(=O)c2nc(S(C)(=O)=O)sc2N2CCOCC2)cc1,-2,0,2,6,-2,5,-3,-11,15
CC(=O)C(Sc1nc(N(C)C)nc(N(C)C)n1)C(=O)Nc1ccccc1 (stereo not drawn),0,1,3,2,1,4,-12,5,1
O=C(Nc1nc2nc(-c3ccccc3)cc(-c3ccccc3)n2n1)c1ccco1,4,-3,4,10,0,41,1,-10,-498
O=C(Nc1cccnc1)c1ccc(F)cc1,-4,1,-7,-9,0,13,0,-2,20
COC(=O)c1cc(NS(=O)(=O)c2ccc(NC(C)=O)cc2)ccc1Cl,-11,3,-25,4,4,0,2,12,4
COc1cc(-c2nnc(NC(=O)CCS(=O)(=O)c3ccccc3)o2)cc(OC)c1OC,3,2,-19,1,3,1,3,-8,7
CCOC(=O)Nc1ccc2c(CN3CCC(C(=O)OC)CC3)cc(=O)oc2c1,6,-13,-24,7,-3,-6,5,-12,-294
CCOc1ccc(CNC(=O)Cn2nc(C)n3nc(-c4ccccc4)cc3c2=O)cc1,-14,0,-10,9,10,0,-5,4,1
COc1ccc(N(CC(=O)Nc2ccc(S(=O)(=O)N3CCOCC3)cc2)S(=O)(=O)c2ccccc2)cc1,15,3,3,-10,-1,12,-3,-4,17
CCCN1CCC(=O)N([C@H](CSc2ccc(OC)cc2)CC(C)C)CC1,15,-13,1,-2,-2,6,-4,-1,10
Cc1ccc(NC(=O)Cn2c(=O)n(Cc3ccco3)c(=N)c3c4c(sc32)COC(C)(C)C4)cc1,11,-2,-10,5,3,22,-2,5,0
CC1(C)C2CCC1(CS(=O)(=O)N1CCC(C(N)=O)CC1)C(=O)C2 (stereo not drawn),8,1,-14,4,6,13,1,-9,10
Cc1cc(SC(C)C(=O)Nc2c(C)n(C)n(-c3ccccc3)c2=O)nc2ccccc12 (stereo not drawn),12,-2,0,2,8,14,9,15,29
Cc1ccc(S(=O)(=O)NC(C)(C)CSc2nnc(Nc3ccccc3)s2)cc1,25,2,14,0,10,12,6,4,-5
COc1ccc(NC(=S)NNC(=O)CNc2ccc(Cl)cc2)cc1,-18,1,5,-10,-1,10,-21,-20,22
Cc1cc(C(=O)COc2ncnc3sccc23)c(C)n1C1CC1,-30,-34,3,3,1,47,-7,-6,-18
O=C(OCCCN1C(=O)c2ccccc2C1=O)c1ccco1,1,2,-5,9,4,6,-4,3,17
CC1=CC(C)(C)Nc2ccc(C)cc21,-14,-12,30,5,2,-11,0,8,-283
COC(=O)c1ccc(-c2noc(CN3CCCCC3c3nccn3C)n2)cc1 (stereo not drawn),-4,-2,-4,1,-6,18,-7,-1,3
CC(=O)C12OC(C)(C)OC1CC1C3CCC4=CC(=O)C=CC4(C)C3(F)C(O)CC12C (stereo not drawn),.,3,-10,.,.,.,-5,.,11
O=C(NNC1=NCCC1)c1cccc(S(=O)(=O)N2CCCCC2)c1,-5,1,-14,-5,-3,9,-7,-1,10
O=C(Nc1ccnn1C1CCN(Cc2ccn[nH]2)CC1)c1ccccc1,4,3,-13,1,1,-3,2,4,10
COc1cc(CNCc2ccccn2)ccc1OCC(N)=O,-1,2,-10,-6,-13,-14,-2,-1,12
CC(C)CN(C(=O)COC(=O)C1c2ccccc2Oc2ccccc21)C1CCS(=O)(=O)C1 (stereo not drawn),5,2,-12,-3,-2,11,-3,-11,23
COc1cccc(N(C(=O)c2nc3nccc(C)n3n2)c2nc3ccccc3s2)c1,14,-1,10,37,30,5,-3,5,-10
Cc1cc(Cl)ccc1NC(=O)c1ccc2c(c1)OCO2,-3,-2,11,-10,-5,20,0,-8,19
CCCN1CCC(=O)N([C@H](COc2ccccc2)Cc2ccccc2)CC1,-3,2,-13,2,5,9,-5,0,6
O=C(Nc1ccc2c(c1)OCO2)N1CCN(C/C=C/c2ccccc2)CC1,4,3,32,-2,-6,19,-3,-5,3
O=C(NCCCN=C1NS(=O)(=O)c2ccccc21)c1ccc(F)cc1,5,0,11,-4,7,12,-3,-1,11
COc1cc(OC)cc(-c2nc3ccccc3c(=O)n2OC(=O)c2ccc(C)c(C)c2)c1,-4,3,-31,1,-5,34,9,4,9
O=C(O)Cc1ccc(O)cc1,-18,5,3,-6,-1,11,1,-5,20
O=C(CCNS(=O)(=O)c1ccc(OC(F)(F)F)cc1)NCCc1c[nH]c2ccccc12,-6,-3,22,2,7,6,-4,0,-6
COc1ccc(S(=O)(=O)NCC(=O)Nc2ccc3c(c2)OCCO3)cc1OC,8,0,-8,4,12,19,-5,-15,-2
C[C@H](CO)N1C[C@H](C)[C@@H](CN(C)C(=O)Nc2ccccc2)Oc2ccc(NC(=O)CCC(F)(F)F)cc2C1=O,9,-1,-24,6,11,10,0,4,5
CCCNC(=O)CCNC(=O)[C@H](O)C(C)(C)CO,4,3,11,.,-6,.,-6,.,6
Cn1ccnc1SCc1cn2ccccc2n1,-7,-1,-13,-11,-5,17,-10,18,14
CCOC(=O)C(C)/C(C)=N/NC(=O)c1cc2ccccc2cc1O (stereo not drawn),6,1,-5,2,1,13,14,13,-33
COc1cc(C)c(C(=O)Oc2cc(C)c(C(=O)O)c(O)c2C)c(OC)c1C,6,2,8,-13,12,-6,7,-5,44*

# Shown with each value named: entries from further up
COc1cc(OC)cc(-c2nc3ccccc3c(=O)n2OC(=O)c2ccc(C)c(C)c2)c1
  Apaf-1 inh = -4
  SENP1 inh = 3
  PfG6PD inh = -31
  SENP8 block-1 = 1
  SENP7 inh = -5
  NLRP3 yeast inh = 34
  HKDC1 inhibitor = 9
  SENP6 block = 4
  SENP8 block-2 = 9
CC1=CC(C)(C)Nc2ccc(C)cc21
  Apaf-1 inh = -14
  SENP1 inh = -12
  PfG6PD inh = 30
  SENP8 block-1 = 5
  SENP7 inh = 2
  NLRP3 yeast inh = -11
  HKDC1 inhibitor = 0
  SENP6 block = 8
  SENP8 block-2 = -283
CC(=O)C(Sc1nc(N(C)C)nc(N(C)C)n1)C(=O)Nc1ccccc1 (stereo not drawn)
  Apaf-1 inh = 0
  SENP1 inh = 1
  PfG6PD inh = 3
  SENP8 block-1 = 2
  SENP7 inh = 1
  NLRP3 yeast inh = 4
  HKDC1 inhibitor = -12
  SENP6 block = 5
  SENP8 block-2 = 1

# Remaining list, next part
SMILES,Apaf-1 inh,SENP1 inh,PfG6PD inh,SENP8 block-1,SENP7 inh,NLRP3 yeast inh,HKDC1 inhibitor,SENP6 block,SENP8 block-2
O=C(Nc1nnc(COc2ccc(Cl)cc2)s1)c1cccs1,6,1,38,-3,4,28,-4,1,18
CC(C)(C)C(=O)Cn1ncc(NC2CC2)c(Br)c1=O,-3,2,-17,-7,-2,20,2,12,17
CCOC(=O)N1CCC(NC(=O)CS(=O)Cc2nc(-c3ccccc3C)oc2C)CC1 (stereo not drawn),-8,-1,2,-3,5,2,-5,-6,-6
Cc1ccc2oc(=O)c3cc(C(=O)NCCCN4CC(C)CC(C)C4)sc3c2c1 (stereo not drawn),23,-2,19,-4,-1,19,8,0,-148
O=C(Nc1cnn(Cc2ccc(F)cc2)c1)c1cc(-c2ccco2)on1,-9,2,7,5,6,18,-1,7,-74
CCCn1c(CN2CCN(C(=O)OCC)CC2)nc2cc(NC(=O)CC)ccc21,7,2,0,8,13,2,-6,7,12
CCS(=O)(=O)N1CCN(C(=O)c2ccco2)CC1,0,3,4,-8,-8,-17,11,-17,6
CN(C)C(=S)Nn1c(-c2ccccc2)nc2ccccc2c1=O,-11,2,-1,-3,4,11,-3,0,19
O=C(O)c1cc(S(=O)(=O)N2CCCCCC2)c(Cl)cc1Cl,12,0,-31,-1,-13,13,-5,-47,1
O=C(C[C@H]1C(=O)N(c2ccc(F)c(F)c2)C[C@@H]1Cc1ccccc1)Nc1ccccc1,9,-1,18,-1,4,6,1,-3,2

# In the list so far, four have two or more sulfur atoms:
SMILES,Apaf-1 inh,SENP1 inh,PfG6PD inh,SENP8 block-1,SENP7 inh,NLRP3 yeast inh,HKDC1 inhibitor,SENP6 block,SENP8 block-2
Cc1ccc(S(=O)(=O)c2nc(S(C)(=O)=O)sc2N2CCOCC2)cc1,-2,0,2,6,-2,5,-3,-11,15
COc1ccc(N(CC(=O)Nc2ccc(S(=O)(=O)N3CCOCC3)cc2)S(=O)(=O)c2ccccc2)cc1,15,3,3,-10,-1,12,-3,-4,17
Cc1ccc(S(=O)(=O)NC(C)(C)CSc2nnc(Nc3ccccc3)s2)cc1,25,2,14,0,10,12,6,4,-5
O=C(Nc1nnc(COc2ccc(Cl)cc2)s1)c1cccs1,6,1,38,-3,4,28,-4,1,18

# Further structures.
SMILES,Apaf-1 inh,SENP1 inh,PfG6PD inh,SENP8 block-1,SENP7 inh,NLRP3 yeast inh,HKDC1 inhibitor,SENP6 block,SENP8 block-2
CCc1cc[n+](/C(C(=S)Nc2cccc(C)c2)=C(/[O-])c2ccc(C)c([N+](=O)[O-])c2)cc1,19,-12,14,0,11,13,-4,-1,15
CCc1c(C)nc2c(-c3ccccc3)c[nH]n2c1=O,-8,-1,-20,-1,4,-4,-2,-3,-297
Cc1ccc(N2C(=O)Nc3ccc(Br)cc3C2(O)C(=O)NCCN(C)C)cc1C (stereo not drawn),5,1,-4,8,8,20,-3,11,16
Cc1nc(C(C)NC(=O)CCc2nnc(Cc3c[nH]c4ccccc34)o2)cs1 (stereo not drawn),-2,0,-9,-2,1,6,-8,-13,7
CCCCc1ccc(CC(=O)O)cc1,1,0,-7,-6,5,26,-3,-24,15
CC(=O)C1=C(O)C(=O)N(c2ccc(O)cc2)C1c1ccc(C)cc1 (stereo not drawn),3,1,13,-4,-4,16,-1,5,-55

# Full records, quoted from the list. Screens in order: Apaf-1 inh | SENP1 inh | PfG6PD inh | SENP8 block-1 | SENP7 inh | NLRP3 yeast inh | HKDC1 inhibitor | SENP6 block | SENP8 block-2
# CCc1cc[n+](/C(C(=S)Nc2cccc(C)c2)=C(/[O-])c2ccc(C)c([N+](=O)[O-])c2)cc1 in the list: 19 | -12 | 14 | 0 | 11 | 13 | -4 | -1 | 15
# Cc1ccc(N2C(=O)Nc3ccc(Br)cc3C2(O)C(=O)NCCN(C)C)cc1C (stereo not drawn) in the list: 5 | 1 | -4 | 8 | 8 | 20 | -3 | 11 | 16
# CCCCc1ccc(CC(=O)O)cc1 in the list: 1 | 0 | -7 | -6 | 5 | 26 | -3 | -24 | 15
# Cc1nc(C(C)NC(=O)CCc2nnc(Cc3c[nH]c4ccccc34)o2)cs1 (stereo not drawn) in the list: -2 | 0 | -9 | -2 | 1 | 6 | -8 | -13 | 7
